OX1R antag-1 – blocks the human orexin 1 receptor; O43613; OX1R-expressing cells, FRET antagonist read-out; inhibition, % at 6.6 µM; hit rate 1.8% among 330,000; AID 485270; in the data active = inhibition mostly above about 38%, no sharp cut-off; inactive = mostly below about 40%;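 also: 0% = agonist challenge alone and 100% = reference antagonist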
Target sequence (O43613 whole entry, looked up): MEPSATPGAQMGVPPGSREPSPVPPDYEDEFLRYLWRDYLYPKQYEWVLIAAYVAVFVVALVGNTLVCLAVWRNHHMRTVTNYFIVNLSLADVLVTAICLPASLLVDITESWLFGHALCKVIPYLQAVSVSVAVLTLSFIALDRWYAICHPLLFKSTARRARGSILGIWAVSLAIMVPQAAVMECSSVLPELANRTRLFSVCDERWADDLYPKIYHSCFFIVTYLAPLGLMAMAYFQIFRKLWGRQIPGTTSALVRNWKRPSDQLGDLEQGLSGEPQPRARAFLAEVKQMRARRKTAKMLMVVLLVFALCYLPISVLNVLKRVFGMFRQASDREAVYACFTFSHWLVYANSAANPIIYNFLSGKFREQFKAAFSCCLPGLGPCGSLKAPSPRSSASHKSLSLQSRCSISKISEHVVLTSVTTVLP
OX1R antag-2 – antagonists of human orexin 1 receptor; O43613; CHO/OX1R cells, Fluo-8 calcium fluorescence, orexin A; inhibition, % at 5 µM; hit rate 0.43% among 330,000; AID 434989;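 active = inhibition above its plate's threshold, mean inhibition of all tested compounds on the plate plus 3 SD, cut at about 37% in these data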;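 also: 0% = orexin A challenge wells and 100% = SB-334867-A antagonist wells; not every result past the cut was called active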
Starred values were filed as active, the others as inactive.

Preview, 4 compounds:
SMILES	OX1R antag-1	OX1R antag-2
CCn1c(SCc2ccc(OC)c(F)c2)nc2ccccc2c1=O	5	-20
COc1ccc(-c2c(C#N)sc(C(N)=O)c2-c2ccc(OC)cc2)cc1	3	-19
COc1cc(CCC(=O)N2CCN(c3ccc([N+](=O)[O-])cc3)CC2)cc(OC)c1OC	17	-23
COc1ccc(/C=N/NC(=O)c2ccn[nH]2)cc1CSc1ccccn1	15	-15

This part in full, repeating the preview:
SMILES	OX1R antag-1	OX1R antag-2
CCn1c(SCc2ccc(OC)c(F)c2)nc2ccccc2c1=O	5	-20
COc1ccc(-c2c(C#N)sc(C(N)=O)c2-c2ccc(OC)cc2)cc1	3	-19
COc1cc(CCC(=O)N2CCN(c3ccc([N+](=O)[O-])cc3)CC2)cc(OC)c1OC	17	-23
COc1ccc(/C=N/NC(=O)c2ccn[nH]2)cc1CSc1ccccn1	15	-15
CCC1(C(=O)c2ccc(Cl)cc2)C2c3ccccc3OC(=O)C21C(=O)Nc1ccccc1 (centres undefined)	27	-17
CCOC(=O)N1CCC(=NNC(=O)c2ccccc2F)CC1	9	-2
Cc1ccc(S(=O)(=O)N2CCC(C(N)=O)CC2)cc1C(=O)NC1CCCCC1	12	-9
COc1ccc(S(=O)(=O)N2CCC(C(=O)NCC3CCCCC3)CC2)cc1	13	-12
COCCNC(=O)/C(C#N)=C/c1cccc(OCc2ccccc2)c1	0	-32
Oc1cncc(Cc2ccccc2)c1	15	7
CC(=O)NC1(c2nnnn2CCOC(=O)Nc2ccc(Cl)cc2)CCCC1	10	-17
CC(C)OCCCNC(=O)NC(=O)c1ccc(Cl)cc1	17	-8
Cc1ccc(CC2CC(=O)N(c3ccc(C)cc3)C2=O)cc1 (centres undefined)	20	-28
CC1=C(C(=O)Nc2cc(C)ccn2)C(c2ccc(C)cc2)C2=C(CCCC2=O)N1 (centres undefined)	0	-26
Cc1cccc(C)c1NC(=O)CNC(=O)c1ccc(N2CCCC2=O)cc1	-2	-18
Cc1ccc(C)n1-c1sc2c(c1C(=O)O)CCCC2	14	0
CC(=O)Nc1ccc(S(=O)(=O)N2CCC(C(=O)NC3CC3)CC2)cc1	2	-3
CN(C(=O)c1ccc(NC(=O)C2CCCN(C(=O)OC(C)(C)C)C2)cc1)C1CCCC1 (centres undefined)	10	-7
N#Cc1c(NC(=O)CN2CCCCC2)sc2c1CCC2	23	-12
CC(=O)N1CCc2ccc(S(=O)(=O)N3CCc4ccccc43)cc21	31	7
Cn1c(=O)c(=O)n(C)c2cc(S(=O)(=O)Nc3ccc(OC(F)(F)F)cc3)ccc21	20	-11
CCC1(C)Cc2ccccc2-c2nc(NN)[nH]c(=O)c21 (centres undefined)	-1	-36
Cn1c(CSCc2ccc(Cl)c(Cl)c2)nnc1SCC(=O)Nc1nccs1	33	1
O=C(O)c1cc(S(=O)(=O)N(Cc2ccccc2)c2ccccc2Cl)ccc1Cl	5	-9
COC(=O)c1cn(C(=O)c2cc(C)cc(C)c2)c2ccccc12	-5	-10
CCCn1cnc2sc(C(N)=O)c(C)c2c1=O	19	-4
Cc1ccc(NC(=O)CC2SC(=NC3CCCCC3)NC2=O)cc1 (centres undefined)	11	-18
CC(=O)n1cc(C2C(=O)CC(C)(C)CC2=O)c2ccccc21	16	-18
CCOC(=O)c1ccc(CNC(=O)CSc2nnc(-c3ccncc3)o2)cc1	18	-19
CC(=O)Nc1nc(C)c(-c2csc(Nc3cccc([N+](=O)[O-])c3)n2)s1	27	16
CCc1cccc(CC)c1NC(=O)COc1ccccc1C(=O)c1cc(C#N)c(=O)n(C2CCCCC2)c1	34	-18
Cc1ccc(S(=O)(=O)N(C)C)cc1NC(=O)COC(=O)COc1ccccc1[N+](=O)[O-]	28	-15
COc1ccccc1C(=O)COC(=O)Cc1c[nH]c2ccccc12	32	-15
CCOc1ccc(CNC(=O)CCC(=O)n2nc(C)c3ccccc32)cc1	10	-13
Cc1ccc2[nH]c(=O)c(N3CCOCC3)c(-c3ccccc3)c2c1	8	-16
O=P(Cc1cccc[n+]1[O-])(c1ccccc1)c1ccccc1	4	-4
Cc1c(NC(=O)Cc2cccs2)cccc1[N+](=O)[O-]	7	-21
O=C(NCc1cccc(Cl)c1)c1ccc(N2CC3CC(C2)c2cccc(=O)n2C3)c(NC(=O)c2cccnc2)c1 (centres undefined)	37	-16
CCC1Oc2ccc(Cl)cc2N(CC(=O)O)C1=O (centres undefined)	3	6
Cc1ccc(S(=O)(=O)N(CCC(=O)O)c2ccccc2)cc1	12	1
CCc1ccc(NC(=O)Cc2cn(C)c3ccccc23)cc1	17	-8
COc1ccc(N2C(=O)/C(=C/N(C)C)NC2=S)cc1	38	-4
O=C(NCC1CCCCC1)C1CCCN(C(=O)NC2CCCCC2)C1 (centres undefined)	5	-25
CCOC(=O)c1c(NC(=O)CCC(=O)N2CCOCC2)sc2c1CC(C)(C)OC2	6	-15
C[C@@H](NC(=O)c1nc[nH]c1C(=O)NCC(=O)OC(C)(C)C)c1ccccc1	32	-22
CCOC(=O)C1(CCCc2ccccc2)CCN(C(=O)c2cncs2)CC1	29	-6
COc1ccc(-c2csc3nc(-c4ccc(C)cc4)oc(=O)c23)cc1OC	8	-11
CC(C)CN(C(=O)COC(=O)c1nc(Cl)ccc1Cl)C1CCS(=O)(=O)C1 (centres undefined)	4	-8
Cc1cccc(C)c1NC1=NC(C)(C)N=C(N)N1	2	-1
CC(C)c1nnc(NC(=O)C2CCN(c3cnccn3)CC2)s1	9	-2
COc1ccc(-c2csc(NC(=O)c3ccccc3F)c2C(=O)O)cc1	18	5
O=C(CSc1nn(-c2ccccc2)c(=S)s1)NC1CCS(=O)(=O)C1 (centres undefined)	19	-16
CCN(CC)S(=O)(=O)c1cccc(-c2nnc(SCCOc3ccccc3)o2)c1	38	22
COc1ccc(OCc2nnc3n2N=C(c2ccc(OC)cc2)CS3)cc1	17	-6
Cc1ccccc1OCCSc1nnc(C)n1-c1ccccc1	8	-21
CCCn1c2ccccc2c2cnn(CC(=O)NCCCN3CCN(c4ccccc4)CC3)c(=O)c21	6	-24
Cc1ccc2nc(SCC(=O)c3ccc(Cl)s3)[nH]c2c1	56*	-21
CC(NC(=O)/C=C/c1ccco1)c1nc2ccccc2n1Cc1ccccc1F (centres undefined)	22	-20
Cc1ccc(C(=O)NC(=S)NNC(=O)c2ccccc2[N+](=O)[O-])cc1	13	-11
NC(=O)c1c(Nc2nc3c(F)cccc3s2)sc2c1CCCC2	32	15
Other results follow.
SMILES	OX1R antag-1	OX1R antag-2
COc1ccc(N2C(=O)CSC2c2cccc(OC)c2OC)cc1 (centres undefined)	9	-13
COc1cccc(OC)c1C(=O)NNC(=O)c1cccc(COc2ccc3c(c2)CCC3)c1	10	-14
CC(Oc1ccc(Br)cc1)C(=O)NCCCN1CCCC1=O (centres undefined)	2	-8
COc1ccc(OC)c(NC(=O)CC(Cc2ccccc2OC)C(=O)O)c1 (centres undefined)	13	-17
Cc1cccc(OC(C)C(=O)Nc2ccc(N3CCCCC3)cc2)c1 (centres undefined)	23	-17
COc1cccc(NC(=O)CC2(CC(=O)O)CCCC2)c1	10	8
CCN(CC)S(=O)(=O)c1cc(NC(=O)CSCc2c(C)noc2C)ccc1C	74*	46*
COc1cccc2sc3cc(C#Cc4ccccn4)ccc3c(=O)c12	63*	25
O=c1cc(-c2ccccc2)nc(N2CCCCC2)[nH]1	4	-16
CC1(C)CC(=O)C=C(OC(=O)c2ccc(Cl)cc2)C1	14	-1
CC(Sc1nnc(CN2CCCC2)n1Cc1ccccc1)C(=O)Nc1ccc(F)cc1 (centres undefined)	10	-35
Cc1ccc2nc(SCC(=O)Nc3ccc4c(c3)OCO4)nc(=O)n2c1	18	1
CCOC(=O)CC1NCCc2c1[nH]c1ccc(OC)cc21 (centres undefined)	18	-28
CCn1c(=O)n(CC)c2cc(S(=O)(=O)NCCOc3ccccc3)c(C)cc21	27	-2
CCOC(=O)c1c(NC(=O)C2CCCN(S(=O)(=O)c3ccccc3)C2)sc2c1CCCC2 (centres undefined)	29	-35
Cc1cc(C)nc(NS(=O)(=O)c2ccc(N3C(=O)C4CC=C(Cl)CC4C3=O)cc2)n1 (centres undefined)	14	-6
CCC1(C)Cc2c(sc3nc(SC)[nH]c(=O)c23)CO1 (centres undefined)	16	-8
CN(C)c1ccc(-c2nc3n(n2)C(c2cccnc2)C2=C(CC(C)(C)CC2=O)N3)cc1 (centres undefined)	9	-26
CCN(CC)S(=O)(=O)c1ccc2[nH]c(=O)cc(C(=O)Nc3ccc(C)c(S(=O)(=O)N(CC)CC)c3)c2c1	9	-31
CC(C)CC(=O)Nc1ccc(C(=O)COc2ccc(-c3nnco3)cc2)cc1	10	-13
CCCCCCSc1nnc(N)s1	14	-14
CSc1nc(C)cc(C)c1C#N	9	-9
COc1ccc(-c2cc(C(=O)N3CCCCCC3)no2)cc1OC	10	-10
Cc1cnc(C(=O)Nc2cccc(-c3nnc4n3CCCCC4)c2)cn1	2	-1

An excerpt of these results, with the structure last:
| OX1R antag-1 | OX1R antag-2 | compound |
| --- | --- | --- |
| 16 | -8 | CCC1(C)Cc2c(sc3nc(SC)[nH]c(=O)c23)CO1 (centres undefined) |
| 9 | -26 | CN(C)c1ccc(-c2nc3n(n2)C(c2cccnc2)C2=C(CC(C)(C)CC2=O)N3)cc1 (centres undefined) |
| 9 | -31 | CCN(CC)S(=O)(=O)c1ccc2[nH]c(=O)cc(C(=O)Nc3ccc(C)c(S(=O)(=O)N(CC)CC)c3)c2c1 |
| 9 | -9 | CSc1nc(C)cc(C)c1C#N |
| 14 | -14 | CCCCCCSc1nnc(N)s1 |

Later entries
SMILES	OX1R antag-1	OX1R antag-2
COc1ccc(C2=NN(C(=O)CN3CCCC3)C(c3ccc(OC)cc3)C2)cc1 (centres undefined)	5	-35
Cc1cccc2sc(NC(=O)CCn3cccc3)nc12	19	-40
O=C(c1cccc(C(=O)N2CCN(Cc3ccccc3)CC2)c1)N1CCN(Cc2ccccc2)CC1	11	-33
CCOC(=O)C1=C(C)NC(=O)NC1c1cccc(OC)c1OCc1ccccc1Cl (centres undefined)	9	-7
CN=C1S/C(=C\c2ccc(Cl)cc2)C(=O)N1C	4	-15
CC[C@@]12C(=O)N(c3cccc(Br)c3)C(=O)N1[C@H](c1ccc(Cl)cc1)[C@@H]1C(=O)N(C3CCCCC3)C(=O)[C@@H]12	19	-54
Cc1ccccc1C(=O)OC1OC(=O)C(Cl)=C1Nc1ccc(C(=O)O)cc1 (centres undefined)	16	-5
Cc1ccccc1OCC(=O)Nc1sc2c(c1C#N)CCC2	12	-20
Cc1ccccc1OCC(=O)NC(=S)Nc1ccc(S(=O)(=O)NC2CCCCC2)cc1	17	9
O=C(O)C1[C@H]2C(=O)N(C3CCCC3)C[C@]23C=C[C@H]1O3 (some centres undefined)	0	-19
Cc1ccc(C(=O)COC(=O)c2ccc(Br)o2)cc1C	12	-14
COC(=O)c1ccc(CN2C(=O)NC3(CCCc4ccccc43)C2=O)o1 (centres undefined)	6	-25
Cc1c(Cl)cccc1N=Cc1ccc([N+](=O)[O-])s1	26	-8
COC(=O)c1c(C)cc(OC(C)=O)c(C)c1OC(C)=O	36	-14
COc1ccc(OC)c(NC(=O)c2ccc3c(=O)n(CCc4ccccc4)c(=S)[nH]c3c2)c1	11	-8
O=C(/C=C/c1c(F)cccc1Cl)Nc1ccncc1	10	-26
COc1ccc(N2CCN(C(=O)CCc3nnc4ccc(N5CCCC5)nn34)CC2)cc1	4	5
CC(=O)Nc1ccc(NC(=O)c2c([N+](=O)[O-])c(C(C)(C)C)nn2C)cc1	6	-4
Cc1ccc(S(=O)(=O)N2CCOCC2)cc1C(=O)OC1CCCCC1=O (centres undefined)	17	-23
COc1ccc(Cl)cc1NC(=O)Cn1nnc(C(=O)NCCc2ccc(OC)c(OC)c2)c1N	19	-21
Cc1cc(S(=O)(=O)N2CCOCC2)ccc1OCC(=O)NCCCn1ccnc1	15	15
CCOC(=O)N1CCN(C(=O)c2ccc(N(Cc3ccccc3Cl)S(C)(=O)=O)cc2)CC1	-1	-15
O=C(O)CN1C(=O)C(=O)N(Cc2ccc(Cl)c(Cl)c2)C1=O	-7	-15
COc1ccc(OC)c(NC(=O)c2cccc(NC(=O)c3ccccc3)c2)c1	54*	-14
COc1ccc(S(=O)(=O)NCCc2ccccc2)c2cccnc12	-6	-18
COc1ccc(-n2c(C)csc2=S)cc1	15	-11
C[C@H](CO)N1C[C@H](C)[C@@H](CN(C)CC2CCCCC2)Oc2ccc(NC(=O)Cn3cnnn3)cc2C1=O	7	7
C[C@@H]1[C@H](O)C[C@@]23COC(=O)C2=CCC[C@@H]3[C@@]1(C)CC/C(=C/CO)CO	19	-2
CCOC(=O)Nc1nnc(Cc2ccc(Cl)c(Cl)c2)s1	10	-43
O=S(=O)(c1cc(F)ccc1F)N1CCN(C2CCCCC2)CC1	5	-8
Cc1ccccc1S(=O)(=O)Cc1ccc(C(=O)NC2CCCC2)o1	17	-14
FC(F)(F)c1cnc(N2CCCN(C(=S)Nc3ccccc3)CC2)c(Cl)c1	7	-10
CCc1cccc(C)c1NC(=O)C1CC(=O)N(C2CCCC2)C1 (centres undefined)	9	-18
Cc1nc2ccc(NC(=O)N3CCSCC3)cc2s1	20	-8
O=C(Nc1nc(-c2cccs2)cs1)c1cccc(S(=O)(=O)N2CCCCC2)c1	43	-28
CCOc1ccccc1NC(=O)COC(=O)COc1c(Cl)cc(Cl)c2ccc(C)nc12	15	-14
Cc1ccc2nc(SCC(=O)N3CCN(c4ccccc4)CC3)[nH]c2c1	6	-29
O=C(Nc1nnc(-c2cccs2)o1)c1cccc(Oc2ccccc2)c1	42	8

Arranged by the number under OX1R antag-2 (falling): three from the list above.
Molecule | OX1R antag-2
C[C@H](CO)N1C[C@H](C)[C@@H](CN(C)CC2CCCCC2)Oc2ccc(NC(=O)Cn3cnnn3)cc2C1=O | 7
O=S(=O)(c1cc(F)ccc1F)N1CCN(C2CCCCC2)CC1 | -8
COc1ccc(S(=O)(=O)NCCc2ccccc2)c2cccnc12 | -18

Screens (PubChem BioAssay)
